# Compound activity from PubChem.
# NCI-60 one-dose screen, 48 h, at 10 µM unless noted. Numbers give growth in % (100 = growth as untreated, 0 = no growth, -100 = all killed).
# SK-MEL-2: SK-MEL-2 melanoma | 4.7% of 77,000 active | AID 1794763
# UACC-257: UACC-257 melanoma; 4.4% of 78,000 active
# BT-549: BT-549 breast cancer; 4.4% of 78,000 active; AID 1794793
# HS 578T: HS 578T breast cancer; AID 1794788; 4.1% of 78,000 active
# LOX IMVI: LOX IMVI melanoma. 7.4% of 79,000 active. AID 1794757
# MALME-3M: MALME-3M melanoma; 5.8% of 78,000 active
# T-47D: T-47D breast cancer; 5% of 79,000 active
# UACC-62: UACC-62 melanoma | 5.4% of 81,000 active | AID 1794756
# * marks the source's active call; other numbers are inactive results; x = not tested or not shown; & = joins results of further samples; [ ] = dose if it differs, or a comment. Rule for the calls: active = growth percent below 10; inactive = the rest. Random draw from the library; overall some 11% were active at least once.
entry	Structure	SK-MEL-2	UACC-257	BT-549	HS 578T
1	NC(=O)c1cccc(-c2ccccc2N2CCCCC2)c1	103	99	101	101
2	CC1(C)CC[C@]23CC[C@]4(C)[C@H](CC[C@@H]5[C@@]6(C)C/C(=C/c7ccncc7)C(=O)C(C)(C)[C@@H]6CC[C@]54C)[C@H]2[C@H]1OC3=O	30[100 µM]	85[100 µM]	52[100 µM]	-3.3*[100 µM]
3	C=CC(C)(O)CC/C=C(\CO)C(=O)OC1C(C)OC(O[C@](C)(C=C)CC/C=C(\CO)C(=O)O[C@H]2C[C@@]3(C(=O)OC4OC(CO)C(O)C(O)C4OC4OC(C)C(OC5OC(CO)C(O)C5O)C(OC5OC(CO)C(O)C(O)C5O)C4O)C(CC2(C)C)C2=CCC4[C@@]5(C)CC[C@H](OC6OC(COC7OC(C)C(O)C(O)C7OC7OCC(O)C(O)C7O)C(O)C(O)C6NC(C)=O)C(C)(C)C5CC[C@@]4(C)[C@]2(C)C[C@H]3O)C(O)C1O (some centres not stated)	-74*	-53*	104	-31*
4	COc1cc(C(=O)/C=C/c2ccc(OCCCCCC[P+](c3ccccc3)(c3ccccc3)c3ccccc3)cc2)cc(OC)c1OC	-67*	-21*	-48*	-6.9*
5	O=C(NCCO)c1ncc(-c2ccc(C(F)(F)F)cc2)c(NC2CCCCCC2)n1	108	109	95	98
6	O=C(/C=C\C(=O)OCCOc1ccccc1)OCCOc1ccccc1	95	88	x	95
7	COc1ccc(/C=C2/N=C3N(N=C(CCl)N3c3ccccc3)C2=O)cc1	114	103	104	105
8	COc1cc(-c2nnc(-c3nc4ccccc4nc3Cl)o2)cc(OC)c1OC	101	98	114	86
9	C=CNC(=O)C(=O)c1ccccc1NC(C)=O	103	101	113	111
10	O=C(O)/C=C/c1cn(-c2ccccc2)nn1	102	91	99	95
11	CCOC(=O)NC(=O)CSc1n[nH]c(-c2ccc(CC)cc2)n1	85	109	146	78
12	Cc1nc(C(N)=O)c(C(N)=O)nc1C	90	96	97	115

entry	LOX IMVI	MALME-3M	T-47D	UACC-62
1	99	81	83	85
2	77[100 µM]	68[100 µM]	63[100 µM]	56[100 µM]
3	-37*	-56*	-54*	-11*
4	-100*	-38*	-22*	-80*
5	93	102	95	92
6	98	101	x	x
7	97	101	x	99
8	82	80	88	96
9	x	99	103	101
10	96	98	94	105
11	86	127	91	84
12	103	91	99	117

# 3 compounds out of the list, ordered by molecular weight, ascending:
entry	Structure	SK-MEL-2	UACC-257	BT-549	HS 578T
11	CCOC(=O)NC(=O)CSc1n[nH]c(-c2ccc(CC)cc2)n1	85	109	146	78
8	COc1cc(-c2nnc(-c3nc4ccccc4nc3Cl)o2)cc(OC)c1OC	101	98	114	86
3	C=CC(C)(O)CC/C=C(\CO)C(=O)OC1C(C)OC(O[C@](C)(C=C)CC/C=C(\CO)C(=O)O[C@H]2C[C@@]3(C(=O)OC4OC(CO)C(O)C(O)C4OC4OC(C)C(OC5OC(CO)C(O)C5O)C(OC5OC(CO)C(O)C(O)C5O)C4O)C(CC2(C)C)C2=CCC4[C@@]5(C)CC[C@H](OC6OC(COC7OC(C)C(O)C(O)C7OC7OCC(O)C(O)C7O)C(O)C(O)C6NC(C)=O)C(C)(C)C5CC[C@@]4(C)[C@]2(C)C[C@H]3O)C(O)C1O (some centres not stated)	-74*	-53*	104	-31*

entry	LOX IMVI	MALME-3M	T-47D	UACC-62
11	86	127	91	84
8	82	80	88	96
3	-37*	-56*	-54*	-11*

# Continuation.
entry	Structure	SK-MEL-2	UACC-257	BT-549	HS 578T
13	CCC(CC)/C(C)=C(\C)C1CC1CCNS(=O)(=O)c1ccc(C)cc1 (configuration not stated)	99	111	125	109
14	CCOC(=O)c1sc2ncnc(Oc3ccc(NC(=O)Nc4ccc(Cl)cc4)cc3)c2c1C	94	x	101	87
15	N#CN=CN1CC2CCC(CC2)C1	x	96	111	111
16	COc1ccc2[nH]c(O)c(N=NC(=O)c3ccc4nc(-c5ccccc5)[nH]c4c3)c2c1	118	119	110	91
17	N#CC1(C#N)OC12CCS(=O)(=O)c1ccccc12 (configuration not stated)	109	95	103	110
18	CC(=O)Nc1c(Cl)cc2c(c1Cl)Cc1c-2cc(Br)c(N)c1Br	106	124	95	115
19	CN(C)c1ncc(/C=C2\SC(=S)N(Cc3ccccc3Cl)C2=O)s1	86	98	102	101
20	CSS(=O)(=O)c1ccc(C)cc1	90	94	99	88
21	COc1cc(-c2cc(-c3ccc(N(C)C)cc3)nc(N3CCC(O)CC3)c2C#N)cc(OC)c1OC	-54*	-52*	31	17
22	COc1cc(-c2nn(C(C)(C)C)cc2-c2ccnc(NCCCNS(=O)(=O)c3ccc(C(F)(F)F)cc3)n2)ccc1Cl	83	89	x	70
23	CN(C)CC(=O)c1ccc2cc(Cl)c3ccccc3c2c1	97	112	91	90
24	CC(CC(c1ccccc1)c1ccccc1)[N+](C)(C)C (configuration not stated)	104	92	60	101

entry	LOX IMVI	MALME-3M	T-47D	UACC-62
13	103	109	78	69
14	93	88	78	90
15	101	93	101	100
16	x	100	94	106
17	105	115	99	109
18	87	x	91	90
19	69	109	97	95
20	106	90	88	109
21	-0.8*	-45*	8.2*	-27*
22	74	90	69	58
23	96	109	88	95
24	97	96	x	102

# The results go on:
entry	Structure	SK-MEL-2	UACC-257	BT-549	HS 578T
25	N=C(N)c1ccc(-c2ccc(-c3ccc(Cl)cc3)s2)s1	-30*	-38*	76	-22*
26	OCNc1ccc(-n2cnc3cc(-c4ccc(O)cc4)ccc32)cc1C(F)(F)F	22	58	24	11
27	NNC(=O)c1cccc(C(=O)NN)n1	98	78	98	104
28	C=CCn1c(SCC(=O)Nc2cccc(C(=O)/C=C/c3ccccc3Cl)c2)nc2ccccc2c1=O	x	107	100	90
29	COc1ccc(/C=C/C(=O)c2ccc(O)c(CN3CCN(c4cc5c(cc4F)c(=O)c(C(=O)O)cn5C4CC4)CC3)c2)cc1OC	91	100	63	81
30	Cn1cc(-c2nn3c(=O)cc(-c4ccccc4)nc3s2)c2cc(F)ccc21	x	x	67	61
31	CC(=O)[C@H]1CCC(=O)[C@]23CC(=O)[C@@H]4CC=CC[C@]4(C)[C@H]2CC[C@]13C	102	90	99	98
32	CCOC(=O)c1c(C)oc2ncnc(Nc3ccc(OCc4ccc(Cl)c(Cl)c4)cc3)c12	103	x	95	104
33	CC1(C)CC(=O)c2c(Nc3ccccc3)n[nH]c2C1	121	94	95	112
34	CCOC(=O)C1CCC(=O)C(CC)=C1C (configuration not stated)	x	107	120	104
35	Nc1nc2[nH]c(=S)[nH]c2c(=O)[nH]1	126	96	110	103
36	O=C1SC(c2ccccc2)=S=C1c1ccccc1	111	114	x	x

entry	LOX IMVI	MALME-3M	T-47D	UACC-62
25	-89*	-30*	-32*	-31*
26	x	27	24	34
27	105	98	93	100
28	79	97	74	83
29	51	91	67	55
30	59	23	64	34
31	97	109	88	90
32	95	131	90	93
33	113	115	99	93
34	98	119	105	110
35	96	101	81	103
36	97	115	104	102

# 3 records drawn at random from those above, as already listed:
entry	Structure	SK-MEL-2	UACC-257	BT-549	HS 578T
21	COc1cc(-c2cc(-c3ccc(N(C)C)cc3)nc(N3CCC(O)CC3)c2C#N)cc(OC)c1OC	-54*	-52*	31	17
8	COc1cc(-c2nnc(-c3nc4ccccc4nc3Cl)o2)cc(OC)c1OC	101	98	114	86
22	COc1cc(-c2nn(C(C)(C)C)cc2-c2ccnc(NCCCNS(=O)(=O)c3ccc(C(F)(F)F)cc3)n2)ccc1Cl	83	89	x	70

entry	LOX IMVI	MALME-3M	T-47D	UACC-62
21	-0.8*	-45*	8.2*	-27*
8	82	80	88	96
22	74	90	69	58

# (further entries)
entry	Structure	SK-MEL-2	UACC-257	BT-549	HS 578T
37	Cc1ccc(-c2ccc(/C=C(\C#N)C(=O)c3c[nH]c4ccccc34)o2)cc1Cl	102	101	90	100
38	Cc1ccc(-n2nc(C(=O)O)c(N3CCCCC3)n2)cc1	105	96	108	103
39	O=C(NCCCCCCCCNC(=O)c1cccc2ccccc12)c1cccc2ccccc12	54	76	76	64
40	COC1=CC(=N/Cl)/C=CC/1=N/Cl	109	x	88	116
41	O=[N+]([O-])c1cc(Cl)c(Cl)c(Cl)c1Cl	100	85&96	103&101	90&112
42	c1ccc(C2=NC(c3ccccc3)C(c3ccccc3)N2)cc1 (configuration not stated)	x	112	x	110
43	O=C(c1ccc(Cl)cc1)C1C(c2ccccc2)C1[N+](=O)[O-] (configuration not stated)	106	105	99	96
44	Cc1ccccc1-c1cc2ccccc2c(=O)o1	99	x	100	106
45	COc1cc(/C=C/C(=O)/C=C(O)/C=C/c2ccc(OC(=O)C(C)c3ccc(CC(C)C)cc3)c(OC)c2)ccc1O (configuration not stated)	111	103	77	98
46	CC(=O)Nc1ccc(O)cc1[N+](=O)[O-]	108	117	103	129
47	COC(=O)C(C)C1Sc2ccccc2NC1=O (configuration not stated)	x	116	123	130
48	Cc1[nH]c(/C=C/C(=O)c2ccccc2)c(C)c1C(=O)NCC(F)(F)F	106	95	96	107

entry	LOX IMVI	MALME-3M	T-47D	UACC-62
37	93	104	85	93
38	95	99	95	94
39	84	88	91	94
40	95	112	105	105
41	93&102	127&121	96&108	100&97
42	93	103	110	97
43	95	104	89	91
44	102	100	15	94
45	80	96	82	88
46	108	106	129	109
47	92	115	113	103
48	95	103	97	91

# Following part.
entry	Structure	SK-MEL-2	UACC-257	BT-549	HS 578T
49	CCC(=O)c1sc(Nc2ccc(Cl)cc2C)nc1N	97	107	99	95
50	O=C(/C(=C(\C(=O)c1ccccc1)c1ccccc1)c1ccccc1)c1ccccc1	81	69	x	77
51	CCCCCc1cc(Cl)ccc1OCC(=O)O	108	x	103	96
52	COc1cc2cc(Oc3ccc(NC(=O)Nc4ccc(Cl)c(Cl)c4)cc3)c(C)nc2cc1OCCN1CCOCC1	107	74	73	102
53	Nc1nc(CN2CCc3ccccc32)nc2ccccc12	109	103	124	105
54	Cc1cc(=O)n2n1-c1ccc3ccccc3c1NC(=O)C2	127	88	118	103
55	COC(=O)[C@H](C)Nc1nc(N)nc(N(C)c2ccccc2)c1C=O	100	103	109	118
56	O=C1CNC(c2ccc(Cl)cc2)N1O (configuration not stated)	153	95	107	102
57	COc1cc(/C=C2\C(=N)N=C(SCc3nc4ccccc4[nH]3)NC2=O)ccc1O	105	105	107	93
58	CC1CCCN(CCCCCOc2ccc3oc4ccc(Cl)cc4c(=O)c3c2)C1 (configuration not stated)	97	-18*	80	85
59	O=C(/C=C/C=C/c1c(C2CC2)nc2ccccc2c1-c1ccc(F)cc1)c1cccs1	-77*	-35*	3.4*	24
60	Cc1cc[n+](CC(=O)c2ccc(-c3ccccc3)cc2)cc1	95	110	109	95

entry	LOX IMVI	MALME-3M	T-47D	UACC-62
49	106	129	68	93
50	65	77	x	x
51	95	99	96	96
52	93	92	75	78
53	98	65	94	99
54	100	98	97	100
55	99	x	106	104
56	102	101	115	104
57	88	91	100	89
58	11	52	65	-43*
59	-71*	-35*	4.8*	13
60	98	x	99	92

# Compound profiles, as listed above:
# COc1cc2cc(Oc3ccc(NC(=O)Nc4ccc(Cl)c(Cl)c4)cc3)c(C)nc2cc1OCCN1CCOCC1 is listed with SK-MEL-2 = 107; UACC-257 = 74; BT-549 = 73; HS 578T = 102; LOX IMVI = 93; MALME-3M = 92; T-47D = 75; UACC-62 = 78
# O=C1CNC(c2ccc(Cl)cc2)N1O (configuration not stated) is listed with SK-MEL-2 = 153; UACC-257 = 95; BT-549 = 107; HS 578T = 102; LOX IMVI = 102; MALME-3M = 101; T-47D = 115; UACC-62 = 104

# More records.
entry	Structure	SK-MEL-2	UACC-257	BT-549	HS 578T
61	Nc1ccc(S(=O)(=O)N/N=C/C=C/c2ccccc2)cc1	101	90	86	98
62	COc1ccccc1CO	109	104	109	x
63	O=C1N(Cc2ccc3ccccc3c2)c2ccc(Cl)cc2C12NCCc1cc(O)ccc12 (configuration not stated)	103	102	95	88
64	CC(=O)NC1C(Nc2ccc(S(=O)(=O)Nc3ccnn3-c3ccccc3)cc2)OC(CO)C(O)C1O (configuration not stated)	100	107	107	102
65	Cc1csc(/N=C(N)/N=C(\N)c2cccc(Br)c2)n1	101	102	93	95
66	COc1ccc(C2CCc3ccccc32)cc1 (configuration not stated)	90	108	82	100
67	O=C(O)c1cc2cc(OCc3ccccc3)ccc2[nH]1	40	48	85	97
68	O=C1NC=C(C(=O)c2cc3ccccc3oc2=O)C(c2ccc(O)cc2)N1 (configuration not stated)	107	111	92	102
69	CC(C)CCCC(C)C/C=C\C=O (configuration not stated)	106	x	107	93
70	COC1(OC)N=C(N)C2(C#N)C3(C(=O)Nc4ccccc43)C12C#N (configuration not stated)	83	100	63	67

entry	LOX IMVI	MALME-3M	T-47D	UACC-62
61	92	98	76	95
62	96	104	108	108
63	98	86	85	76
64	95	113	104	103
65	90	98	74	74
66	96	97	100	91
67	97	-20*	101	79
68	93	105	116	98
69	94	95	96	x
70	50	-3.2*	96	47
